# Source: PubChem BioAssay
# TRPC6 activator – activates the mouse TRPC6 cation channel. hit rate 0.13% among 310,000. Q61143. B-score at 10 µM. HEK293-TRPC6 membrane potential dye fluorescence; active compounds read high;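 active means B-score of the integrated fluorescence ratio above library mean plus 3 SD, and starting fluorescence ratio within library mean plus 5 SD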;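 further: higher score means more depolarization so channel activation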
# MrgX1 allo act – allosterically activates human MrgX1 receptor signaling. Q96LB2. MrgX1-HEK293, Fluo-4 calcium flux, FDSS; active compounds read high. B-score at 10 µM. hit rate 0.63% among 310,000;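 active means plate-corrected calcium response at least 3 library SD above typical, normal starting fluorescence, not activating the receptor alone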;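 further: compound read alongside a low EC10 to EC30 dose of BAM8-22 agonist; peak minus trough fluorescence over baseline measured at the second addition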
# Target sequence (Q96LB2 whole entry, looked up): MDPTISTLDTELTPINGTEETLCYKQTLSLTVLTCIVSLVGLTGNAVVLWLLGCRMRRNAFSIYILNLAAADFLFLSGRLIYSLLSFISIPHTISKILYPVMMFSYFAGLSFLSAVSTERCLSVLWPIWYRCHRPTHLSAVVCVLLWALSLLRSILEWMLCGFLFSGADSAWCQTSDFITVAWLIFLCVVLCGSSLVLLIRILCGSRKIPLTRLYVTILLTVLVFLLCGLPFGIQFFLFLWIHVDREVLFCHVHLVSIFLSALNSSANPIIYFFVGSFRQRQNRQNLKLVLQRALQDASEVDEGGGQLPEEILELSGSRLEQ
# TMEM16A inh – blocks the mouse calcium-activated chloride channel TMEM16A; HEK293 TMEM16A/YFP iodide influx fluorescence, ionomycin; normalized B-score (activity score, 25-100; higher = stronger inhibition) at 10 µM; hit rate 1.2% among 310,000; AID 588511;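 active means ratio plate-corrected score three or more library SD toward inhibition, starting fluorescence score within five deviations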;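 further: score derived from kinetic fluorescence span divided by baseline fluorescence per well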
# TRPC6 inhibitor – blocks the mouse TRPC6 cation channel; Q61143; HEK293-TRPC6, membrane potential dye, ACh-evoked depolarization; active compounds read low; B-score at 10 µM; hit rate 1.1% among 310,000;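 active means B-score under library mean minus 3 SD, initial fluorescence not abnormally high, positive integrated signal ratio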;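 further: B-score derived from integrated fluorescence ratio over the kinetic read; more negative B-score means stronger inhibition of depolarization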
# TMEM16A act – activators or potentiators of mouse TMEM16A chloride channel. Q8BHY3. HEK293 TMEM16A/YFP-H148Q/I152L, iodide quench fluorescence; active compounds read low. B-score at 10 µM. hit rate 0.3% among 340,000. AID 623877;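 active means fluorescence-ratio B-score plate-corrected deviation score at least 3 library SD below zero, with starting fluorescence score within 5 deviations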;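 further: channel opened by trigger with iodide after compound preincubation; score built on the fluorescence ratio of max minus min over baseline; more negative score means more quench and so TMEM16A activation or potentiation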
# MrgX1 antag – blocks BAM8-22 activation of human MrgX1 receptor | hit rate 1.3% among 310,000 | AID 588676 | MRGX1-HEK293 calcium flux, Fluo-4, BAM8-22 antagonism; active compounds read low | B-score at 10 µM;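 active means calcium-response B-score plate-corrected more than 3 library SD below zero, starting fluorescence within 5 deviations, no agonist response on first addition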;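 further: peak minus trough fluorescence over baseline after final BAM8-22 challenge near maximal dose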
# TRPC4 block – blocks the mouse TRPC4 cation channel. Q9QUQ5. HEK293 TRPC4beta/mu-opioid, DAMGO-evoked Fluo4 calcium flux; active compounds read low. B-score at 10 µM. hit rate 0.39% among 300,000. AID 2247;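 active means B-score over 3 SD under the library average, no early fluorescence shift, positive overall ratio signal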
#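 Signal: kinetic Fluo4 fluorescence imaging of calcium influx. Material: stable TRPC4beta/mu-opioid receptor HEK293 cells. Probe or stimulus: DAMGO in two steps, submaximal then maximal.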
# RGS4 inh – human RGS4 inhibition. HEK293 M3R/RGS4 inducible, Fluo-4 calcium flux; active compounds read high; triggered by carbachol at its EC20. B-score at 10 µM. hit rate 0.45% among 310,000. AID 463165;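 active means B-score, a plate-corrected calcium signal, over three deviations above library mean, with baseline fluorescence within five deviations of library mean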;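 further: RGS4 expression induced by doxycycline in cells with stable M3 receptor; B-score is computed from the integrated fluorescence ratio over baseline after carbachol; higher B-score means a larger calcium signal and so more RGS4 inhibition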
# Target sequence (P49798 whole entry, looked up): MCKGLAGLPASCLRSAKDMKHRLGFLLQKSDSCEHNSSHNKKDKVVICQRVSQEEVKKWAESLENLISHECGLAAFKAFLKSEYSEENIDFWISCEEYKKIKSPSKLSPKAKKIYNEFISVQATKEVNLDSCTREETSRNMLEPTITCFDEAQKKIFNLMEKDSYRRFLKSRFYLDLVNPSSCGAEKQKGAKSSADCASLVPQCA
# MrgX1 ag – activates human MrgX1 receptor signaling | Q96LB2 | MrgX1-HEK293 cells, Fluo-4 calcium fluorescence, agonist mode; active compounds read high | B-score at 10 µM | hit rate 0.44% among 310,000 | AID 588627;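 active means calcium response B-score plate-corrected fluorescence ratio at least 3 library SD, with starting fluorescence B-score inside 5 SD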
#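 Test system: Stable human MrgX1 HEK293 cell line | Schedule: Overnight plating before 1 h dye loading | Read-out basis: Baseline-normalised fluorescence change ratio, B-scored | Detection: Kinetic calcium dye fluorescence, Fluo-4 NW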
# TRPC4 agonist – activators of mouse TRPC4 channel; Q9QUQ5; HEK293 TRPC4beta/mu-opioid, Fluo4 calcium fluorescence; active compounds read high; B-score at 10 µM; hit rate 0.49% among 310,000;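 active means B-score above 5 SD of library B-scores, and initial fluorescence ratio not above library mean plus 5 SD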;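 further: positive B-score marks a calcium rise read as TRPC4 activation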
#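 system = HEK293 cells stably co-expressing mouse TRPC4beta and mu-opioid receptor | schedule = Fluo4 dye loading 45 min at room temperature, 110 s recording | measure = B-scored integrated calcium fluorescence ratio | signal = Fluo4 calcium-sensitive dye fluorescence, kinetic, 1 Hz baseline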
# TRPC4 potent – allosterically enhances the mouse TRPC4 cation channel. Q9QUQ5. HEK293 TRPC4beta/mu-opioid, DAMGO EC20, Fluo-4 Ca2+ flux; active compounds read high. B-score at 10 µM. hit rate 0.42% among 310,000. AID 2227;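 active means B-score of calcium response area above 5 SD of library B-scores, with initial fluorescence ratio within 5 SD of library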;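 further: B-score of integrated fluorescence ratio over time as area under calcium response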
# The depositor's hits bear a star; i = inactive; . = no result given.
# Under each structure – TRPC6 activator | MrgX1 allo act | TMEM16A inh | TRPC6 inhibitor | TMEM16A act | MrgX1 antag | TRPC4 block | RGS4 inh | MrgX1 ag | TRPC4 agonist | TRPC4 potent
> CCCCc1nc2ccccc2c(NC(=O)CN(CC)CC)c1CCC
  i | i | i | i | i | i | i | i | i | i | i
> CC1=C(C(=O)Nc2cc(C(=O)NCCCOC(C)C)ccc2C)SCCO1
  i | i | i | i | i | i | i | i | i | i | i
> OCc1ccc(N=Nc2ccccc2)cc1
  i | i | i | i | i | i | i | i | i | i | i
> CCOc1ccc(CCNC(=O)COC(=O)COc2ccc(Br)cc2)cc1OCC
  i | i | i | i | i | i | i | i | i | i | i
> O=C(N1CCOCC1)C12CC3CC(C1)CC(c1ccccc1)(C3)C2
  i | i | i | i | i | i | i | i | i | i | i
> O=C(NN=C1CCCC1)c1ccc(Br)cc1
  i | i | i | i | i | i | i | i | i | i | i
> Cc1ccc(S(=O)(=O)CCC(=O)N2CCN(c3ccc([N+](=O)[O-])cc3)CC2)cc1
  i | i | i | i | i | i | i | i | i | i | i
> O=C(Cn1cnc2ccccc21)OCC(=O)N1CCc2ccccc2C1
  i | i | i | i | i | i | i | i | i | i | i
> Cc1ccc(Nc2nc(N/N=C\c3ccc4c(c3)OCO4)nc(N3CCOCC3)n2)cc1
  i | i | i | i | i | i | i | i | i | i | i
> COc1ccc(OC(=O)COc2ccc(C)cc2)cc1
  i | i | i | i | i | i | i | i | i | i | i
> CC(C)CNC(=S)N1CCC(NC(=O)c2ccco2)CC1
  i | i | i | i | i | i | i | i | i | i | i
> COc1cccc(-c2csc(N3CCN(CC(=O)NNC(=O)c4ccco4)CC3)n2)c1
  i | i | i | i | i | i | i | i | i | i | i
> O=C1C2CCCCC2C(=O)N1Cc1ccccc1 (stereo not given)
  i | i | i | i | i | i | i | i | i | i | i
> COc1ccc(CNC(=O)c2ccc3c(c2)N(C)C(=O)CS3=O)cc1 (stereo not given)
  i | i | i | i | i | i | i | i | i | i | i
> O=C(NCCCO)/C(=C\C=C\c1ccccc1)NC(=O)c1ccccc1Cl
  i | i | i | i | i | i | i | i | i | i | i
> C=CCNC(=S)/C(=C(/[O-])c1ccccc1Br)[n+]1ccccc1
  i | i | i | i | i | i | i | i | i | i | i
> CN(C)c1nc(N(C)C)nc(N2CCCCC2)n1
  i | i | i | i | i | i | i | i | i | i | i
> O=C(Nc1ccc(OC(F)(F)F)cc1)c1ccc2nccnc2c1
  i | i | i | i | i | i | i | i | i | i | i
> Brc1ccc2oc(-c3ccn[nH]3)cc2c1
  i | i | i | i | i | i | i | i | i | i | i
> Cc1ccc(Nc2c(-c3ccccn3)nc3ccc(C)cn23)cc1
  i | i | i | i | i | i | i | i | i | i | i
> CCc1cc(=O)oc2c3c(cc(OCC(=O)NCCCn4ccnc4)c12)OC(C)(C)CC3
  i | i | i | i | i | i | i | i | i | i | i
> CCC1NC(=O)c2cc(S(N)(=O)=O)c(Cl)cc2N1 (stereo not given)
  . | i | i | . | i | i | . | . | i | . | .
> COc1cccc(NC(=O)CSc2nc3ccccc3c(=O)n2CCCC(=O)N2CCCC2)c1
  i | i | i | i | i | i | i | i | i | i | i
> COc1cccc(/C=N\NC(=O)C2=NNC(=O)C2C)c1O (stereo not given)
  i | i | i | i | i | i | i | i | i | i | i
> C/C(CCc1oc2ccccc2c1-c1ccc(C)o1)=N/O
  i | i | i | i | i | i | i | i | 28* | i | i
> CN1CCN(C(=O)c2ccccc2NC(=O)c2ccc(C(C)(C)C)cc2)CC1
  i | i | i | i | i | i | i | i | i | i | i
> COc1cccc(C2CC(c3ccccc3)n3ncnc3N2)c1 (stereo not given)
  i | i | i | i | i | i | i | i | i | i | i
> COc1ccc(CCNc2ncnc3sc(C)cc23)cc1OC
  i | i | i | i | i | i | i | i | i | i | i
> COc1ccc(OC)c(C(=O)CSc2nnnn2C)c1
  i | i | i | i | i | i | i | i | i | i | i
> CCOC(=O)c1sc(NC(=O)CSc2nc3ccccc3s2)c(C(=O)OCC)c1C
  i | i | i | i | . | i | i | i | i | i | i
> CC(=O)NCc1ccc(-c2csc(N)n2)s1
  i | i | i | i | i | i | i | i | i | i | i
> Cc1ccc(C)n1CCN1CCN(C(=O)CC#N)CC1
  i | i | i | i | i | i | i | i | i | i | i
> CC(C)C(C)(C#N)NC(=O)CSc1nc2scc(-c3ccccc3)c2c(=O)[nH]1 (stereo not given)
  i | i | i | i | i | i | i | i | i | i | i
> Cc1c(C(=O)Nc2cccc(S(=O)(=O)N3CCCC3)c2)oc2ccccc12
  i | i | i | i | i | i | i | i | i | i | i
> Cc1ccc(C(=O)N2CCCC(N(C)Cc3ccccc3)C2)s1 (stereo not given)
  i | i | i | i | i | i | i | i | i | i | i
> C/C=C/C(=O)N1CC2(CC(c3cccc(NC(=O)CC)c3)=NO2)C[C@H]1C(N)=O (stereo not given in full)
  i | i | i | i | i | i | i | i | i | i | i
> O=C(NNc1c2ccccc2nc2ccccc12)c1ccc(O)cc1
  i | i | i | i | i | i | i | i | i | i | i
> Cc1cc2cc3c(cc2nc1SCC(=O)O)CCC3
  i | i | i | i | i | i | i | i | i | i | i
> CC1CCCC(NC(=O)c2nn(C)c3c2CS(=O)(=O)c2ccccc2-3)C1C (stereo not given)
  i | i | i | i | i | i | i | i | i | i | i
> Cc1ccc(C(C(=O)NCCc2ccccc2)N(C(=O)c2csnn2)C2CC2)cc1 (stereo not given)
  i | i | i | i | i | i | i | i | i | i | i
> O=C(CCCn1cnc([N+](=O)[O-])n1)Nc1ccc(Cl)c(Cl)c1
  i | i | i | i | i | i | i | i | i | i | i
> CC(C)C(NC(=O)c1ccc(C(C)(C)C)cc1)C(=O)Nc1cccc(S(N)(=O)=O)c1 (stereo not given)
  i | i | i | i | i | i | i | i | i | i | i
> COc1ccc(/C=C/C(=O)OC2CCCCC2CN(C)C)cc1 (stereo not given)
  i | i | i | i | i | i | i | i | i | i | i
> Cc1ccc(C(=O)N/C(=C\c2cccs2)c2nc3ccccc3[nH]2)cc1
  i | i | i | i | i | i | i | i | i | i | i
> OC12CCCCC1C(c1ccc3c(c1)OCO3)N(Cc1ccccc1F)CC2 (stereo not given)
  i | i | i | i | i | i | i | i | i | i | i
> O=C(NCc1ccc2c(c1)OCO2)c1cc2c(s1)CS(=O)(=O)C2
  i | i | i | i | i | i | i | i | i | i | i
> O=C(CNC(=O)c1ccccc1Br)N/N=C\c1cc([N+](=O)[O-])cc(Br)c1O
  i | i | i | i | i | i | i | i | i | i | i
> CCn1cc(C(=O)NCc2cccc(C(F)(F)F)c2)c(=O)c2ccc(C)nc21
  i | i | i | i | i | i | i | i | i | i | i
> CC1CCN(S(=O)(=O)c2ccc(NC(=O)C3CC(=O)N(c4ccccc4)C3)cc2)CC1 (stereo not given)
  i | i | i | i | i | i | i | i | i | i | i
> Oc1ccccc1-c1nc2c3ccccc3c3ccccc3c2[nH]1
  i | i | i | i | i | i | i | i | i | i | i

# New compounds follow:
# Under each structure – TRPC6 activator | MrgX1 allo act | TMEM16A inh | TRPC6 inhibitor | TMEM16A act | MrgX1 antag | TRPC4 block | RGS4 inh | MrgX1 ag | TRPC4 agonist | TRPC4 potent
> Cc1ccc(CCN2CCN=C2N(C)C)cc1
  i | i | i | i | i | i | i | i | i | i | i
> Cc1ccc(C)c(NC2=NCC(=O)N2c2ccc3c(c2)OCCO3)c1
  i | i | i | i | i | i | i | i | i | i | i
> N#C/C(=C/c1ccc(Sc2nc3ccccc3[nH]2)o1)c1cccc(F)c1
  i | i | i | i | i | i | i | i | i | i | i
> N#CCSc1nc2c(cc1C#N)CCCCCC2
  . | i | i | . | i | i | . | . | i | . | .
> COc1cccc(C(=O)Nc2cccc(-c3ccccc3)c2)c1
  i | i | i | i | i | i | i | i | i | i | i
> Cc1ccc(NC(=S)N/C(=N/S(=O)(=O)c2ccccc2)c2ccccc2)cc1
  i | i | i | i | i | i | i | i | i | i | i
> CCOC(=O)N1CCC(N2C(=O)c3ccccc3C2Nc2cc(C)cc(C)c2)CC1 (stereo not given)
  i | i | i | i | i | i | i | i | i | i | i
> CNCCOc1ccccc1-c1ccccc1
  i | i | i | i | i | i | i | i | i | i | i
> CC1CCCC(C)N1C(=O)c1ccccc1Nc1ccc(SC(F)F)cc1 (stereo not given)
  i | i | i | i | i | i | i | i | i | i | i
> CCOC(=O)N1CCC(N2CCN(c3ccccc3)CC2)CC1
  i | i | i | i | i | i | i | i | i | i | i
> Cc1cc(=O)oc2c3c(cc(OCC(=O)NCCC(=O)O)c12)OC(C)(C)CC3
  i | i | i | i | i | i | i | i | i | i | i
> Cc1cccc(N2CCN(C(=O)CCS(=O)(=O)c3ccc4c(c3)oc(=O)n4C)CC2)c1C
  i | i | i | i | i | i | i | i | i | i | i
> CCOc1ccc(CCNS(=O)(=O)c2c(C)n[nH]c2C)cc1OCC
  i | i | i | i | i | i | i | i | i | i | i
> COc1ccccc1CC(NC(C)=O)C(=O)NC1CCN(C(=O)NCc2ccccc2)CC1 (stereo not given)
  i | . | . | i | i | . | i | i | . | i | i
> CCCCC1=CC2=CC(=O)C(C)(OC(=O)C3CCCC3)C(=O)C2=CO1 (stereo not given)
  i | i | i | i | i | i | i | i | i | i | i
> COc1ccc(/C=N/Nc2nc(N3CCCC3)nc(N3CCCC3)n2)cc1
  i | i | i | i | i | i | i | i | i | i | i
> CCCS(=O)(=O)n1nc(-c2ccc(Br)cc2)cc1N
  i | i | i | i | i | i | i | i | i | i | i
> COC(=O)c1cc(OC)c(OC)cc1N=CC1=C(O)CC(C)(C)CC1=O
  i | i | i | i | i | i | i | i | i | i | i
> Cc1ccc(/C=N/c2sc3c(c2C#N)CCC3)o1
  i | i | i | i | i | i | i | i | i | i | i
> COc1ccc(-c2n[nH]c(=S)n2C2CCCCC2)cc1
  i | i | i | i | i | i | i | i | i | i | i

# Not a hit list. Share with any hit: about 5.8%.
